KCNH2 WT inh: inhibitors of human wildtype KCNH2 potassium channel; U2OS, BacMam KCNH2, thallium flux FluxOr; hits give low values; activity change, % at 1.84 µM; 0.37% of 340,000 active; AID 720551;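 active = maximum activity change below -70%; inconclusive = maximum activity change between -70% and -50%; inactive = maximum activity change above -50%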
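U2OS cells were transduced with wild-type KCNH2 virus (2.03 x 10^8 / mL) for 4 h at room temperature, then cultured overnight at 37 C. Thallium flux was read with FluxOr dye. Rate constants were normalized to DMSO controls.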
B2AR arrestin: recruits beta-arrestin to the human beta2-adrenergic receptor; P07550; beta-arrestin recruitment to beta2AR, cell-based reporter; Potency, µM (top dose mostly 46.1 µM), inactives show at the highest dose activation, hits mostly activators; 0.02% of 330,000 active; AID 492947;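 also: potency is read from the fitted curve at half-maximal effect; 0% = DMSO controls and full agonism = EC100 isoproterenol or metaproterenol; nearly all actives have a fitted effect of over 65% in size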
GALK inhibitor: inhibitors of human galactokinase; P51570; Purified GALK, Kinase-Glo residual ATP luminescence; Potency, µM (doses to about 57.5 µM), without a hit: at the top dose activity change, negative = inhibition, usual class: inhibitors; 0.007% of 270,000 active; AID 1868; also: potency is read from the fitted curve at half-maximal effect
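5 nM enzyme, 35 uM ATP, 100 uM galactose, 20 mM HEPES pH8.0, 5 mM MgCl2; 1 h RT; residual ATP by Kinase-Glo Plus luminescence, qHTS format.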
uPA generation: inhibitors of cell surface uPA generation. 0.31% of 330,000 active. cell surface uPA generation assay, qHTS. Potency, µM (doses to about 38.3 µM), for inactives: at the highest dose activity change, negative = inhibition, hits mostly inhibitors; active = well fitted inhibition curve with a large enough effect; inconclusive = small, poorly fitted or top-dose-only effect; inactive = no such curve, though single readings can be large or run the other way; tested in mouse RAW 264.7 cells; also: potency is read from the fitted curve at half-maximal effect; nearly all actives have a fitted effect of over 55% in size
Chronic BCR inh: chronic active BCR signaling inhibition; AID 493014; Potency, µM (titrated, usually from 46.1 µM), for the others: at the highest dose ratio change, negative = lower green/red ratio, usual class: inhibitors; 0.05% of 340,000 active; ABC-DLBCL IkBa-CBG/CBR reporter, luminescence ratio, 4 h; active = well fitted inhibition curve with a large enough effect in the signal ratio, with a control signal flat, not every such curve was filed as active; inconclusive = small, poorly fitted or top-dose-only effect, or effect the other way, or a change in a side signal; the % refers to the signal ratio;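 also: potency is read from the fitted curve at half-maximal effect; plate controls were basal doxycycline-induced cells for no effect and cells given 10 µM MG132 for full effect; MG132 reads +100%, hits lower the ratio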
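Compounds up to 46 uM were incubated four hours with TMD8 cells whose green CBG68 luciferase is fused to IkappaBalpha; red CBR luminescence normalised the signal, and concentration-effect curves were fitted to fusion, red and ratio data.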
FBPA coupling cs: inhibits coupling enzyme system, counter-screen for aldolase hits. coupling enzyme system counterscreen, AmpLite Red fluorescence. activity change, negative = inhibition, % at 58.2 µM, hits read low. 0.67% of 290,000 active. AID 2472; in the data active = activity change below about -30%
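Coupling enzymes only (glyceraldehyde-3-phosphate) + compound, at 57.5 uM final, 10 min RT; add substrate/coupling/AmpLite Red mix, 20 min RT; fluorescence ex 525/em 598 nm. Actives flag coupling-system interference.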
KCNH2 3.1 block: blocks the human KCNH2 3.1 channel isoform. U2OS KCNH2 3.1, thallium flux FluxOr; hits give low values. 0.95% of 340,000 active. activity change, % (tested at about 1.8 µM). AID 720553;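 active = maximum activity change below -70%; inconclusive = maximum activity change from -70% to -50%; inactive = maximum activity change above -50%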;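 also: thallium influx rate constant from kinetic fluorescence after stimulation buffer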
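Thallium flux via FluxOr fluorescence (Red40 quencher, 45 min loading) in U2OS cells virally expressing the KCNH2 3.1 isoform (1.77 x 10^8 /mL virus, overnight at 37 C). Rate constants from 2-min kinetic reads post-stimulation, normalised to positive and negative controls.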
USP2a inh: inhibitors of human ubiquitin-specific protease USP2a; O75604; USP2 core, Ub-CHOP2 coupled fluorogenic reporter, 485/531; Potency, µM (series often up to 38.3 µM), for inactives: at the top dose activity change, negative = inhibition, usual class: inhibitors; 0.01% of 330,000 active; AID 463254;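 also: potency is read from the fitted curve at half-maximal effect; plate controls were DMSO wells for no effect and full inhibition by NEM control for full effect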
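Cell-free coupled assay: 10nM USP2 core preincubated 30min RT with compound in Tris-HCl pH 8.0/CaCl2/CHAPS buffer, then 25nM Ub-CHOP2 and 25nM reporter substrate; fluorescence (Ex 485/Em 531) read after 60min RT, normalized to NEM inhibition, concentration-response curves fitted.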
Eya2 inh: Eya2 (human) phosphatase inhibition; AID 488837; Potency, µM (highest dose often 76.9 µM), without a hit: at the top dose activity, negative = inhibition, usual class: inhibitors; O00167; 0.006% of 330,000 active; recombinant Eya2, OMFP fluorescence dephosphorylation (OMFP is methylfluorescein phosphate); also: potency is read from the fitted curve at half-maximal effect
Target sequence (O00167 whole entry, looked up): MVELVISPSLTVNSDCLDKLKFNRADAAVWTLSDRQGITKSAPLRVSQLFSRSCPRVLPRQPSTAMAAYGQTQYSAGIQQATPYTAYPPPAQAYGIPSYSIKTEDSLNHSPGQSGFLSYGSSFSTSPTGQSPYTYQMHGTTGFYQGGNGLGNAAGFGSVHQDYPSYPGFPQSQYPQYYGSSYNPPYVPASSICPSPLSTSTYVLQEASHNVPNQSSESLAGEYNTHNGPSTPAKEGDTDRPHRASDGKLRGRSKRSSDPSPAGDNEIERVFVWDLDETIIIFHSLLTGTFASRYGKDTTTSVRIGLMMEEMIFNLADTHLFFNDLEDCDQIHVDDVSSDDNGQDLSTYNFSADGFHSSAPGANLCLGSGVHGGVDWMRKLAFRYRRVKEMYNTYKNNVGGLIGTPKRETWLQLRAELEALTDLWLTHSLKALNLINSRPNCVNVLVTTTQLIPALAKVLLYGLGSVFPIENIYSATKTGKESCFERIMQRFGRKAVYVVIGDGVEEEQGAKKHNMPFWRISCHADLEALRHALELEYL
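Eya2 (0.2 uM) preincubated 10 min at ambient with compound, then OMFP substrate added at 50 uM; 10 min reaction in 50 mM HEPES pH 7.5, 50 mM NaCl, 5 uM MgCl2, 0.05% BSA, 1 mM DTT. Fluorescence read at Ex 485/Em 525 nm.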
Giardia kill: Giardia lamblia killing; Giardia lamblia trophozoite viability; activity change, % at 7.66 µM, hits read low; 0.15% of 340,000 active; AID 540267; in the data active = activity change below about -80%; inconclusive = between about -30% and that limit;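 also: parasites exposed to compound for two days anaerobically before the ATP read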
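ATP-content bioluminescence gauges trophozoite survival. Cells (100/well) receive compound and incubate anaerobically for 48 hrs at 37 deg C; detection reagent follows for 15-30 min at room temperature.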
PKM2 act: PKM2 (human) enzyme activation; P14618; purified PKM2, Kinase-Glo ATP luminescence, activation; response scale: 0% is enzyme alone, no compound; Potency, µM (series often up to 57.5 µM), for the others: at the highest dose activation, actives largely listed as activators; 0.34% of 260,000 active; also: potency is read from the fitted curve at half-maximal effect; nearly all actives have a fitted effect of over 55% in size
Target sequence (P14618 whole entry, looked up): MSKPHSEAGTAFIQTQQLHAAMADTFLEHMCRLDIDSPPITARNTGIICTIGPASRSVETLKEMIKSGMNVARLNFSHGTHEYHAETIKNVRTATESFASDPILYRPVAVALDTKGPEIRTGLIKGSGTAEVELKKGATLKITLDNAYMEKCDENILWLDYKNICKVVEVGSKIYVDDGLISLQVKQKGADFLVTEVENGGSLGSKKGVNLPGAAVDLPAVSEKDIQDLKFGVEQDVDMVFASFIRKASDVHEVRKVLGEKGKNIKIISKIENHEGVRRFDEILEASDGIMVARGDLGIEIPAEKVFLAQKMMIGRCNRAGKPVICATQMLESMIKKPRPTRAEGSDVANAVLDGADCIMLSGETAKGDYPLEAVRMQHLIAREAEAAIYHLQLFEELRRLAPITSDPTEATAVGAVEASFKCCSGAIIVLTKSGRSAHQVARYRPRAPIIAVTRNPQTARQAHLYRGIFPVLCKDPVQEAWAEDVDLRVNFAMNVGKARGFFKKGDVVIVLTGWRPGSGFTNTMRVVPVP
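ATP formation by purified human PK-M2, quantified via coupled luciferase luminescence after 1 h at room temperature with 0.1 mM ADP and 0.5 mM PEP final.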
Active calls of the source: *. Unless noted, calls follow the shape of the dose curve; as a rule, active = well fitted curve in the direction sought with a large enough effect; inconclusive = small, poorly fitted or top-dose-only effect, or another doubt; inactive = no such curve, though single readings can be large; an effect the other way counts as inactive or inconclusive. Unless noted, % is scaled to controls: 0 for no effect and ±100 for the full control effect.

`O=C1OC(Oc2ccccc2)(c2ccccc2)c2ccccc21` (configuration not stated) gave KCNH2 WT inh -15, B2AR arrestin -0.6%, GALK inhibitor 2%, uPA generation 3%, Chronic BCR inh 3%, FBPA coupling cs -7, KCNH2 3.1 block 2, USP2a inh -4%, Eya2 inh 6%, Giardia kill 2 and PKM2 act -2%.
Screening c1ccc(-c2sc3ccccc3c2-c2ccc(OCCN3CCCC3)cc2)cc1 returned KCNH2 WT inh 17, B2AR arrestin 0.0%, uPA generation -1%, Chronic BCR inh inconclusive, KCNH2 3.1 block -21, USP2a inh 3%, Eya2 inh 2% and Giardia kill -16.
CCOC(=O)C1C2C=CC3(CN(Cc4cccs4)C(=O)C13)O2 (configuration not stated) was read as KCNH2 WT inh -4, B2AR arrestin -0.1%, GALK inhibitor -1%, uPA generation 5%, Chronic BCR inh 7%, FBPA coupling cs -1, KCNH2 3.1 block -11, USP2a inh 0%, Eya2 inh -4%, Giardia kill -2 and PKM2 act -1%.
Screening CC1(C)Oc2ccc3ccc(=O)oc3c2C(/C=N/O)C1=O (configuration not stated) returned B2AR arrestin -0.3%, uPA generation 11%, Chronic BCR inh 0%, FBPA coupling cs 2, KCNH2 3.1 block -1, USP2a inh 1%, Eya2 inh 6%, Giardia kill inconclusive and PKM2 act 8%.
Screening CCN(CC)S(=O)(=O)c1cc([N+](=O)[O-])ccc1N=Nc1c(O)n(C)c2ccccc12 returned KCNH2 WT inh 0, B2AR arrestin -0.3%, GALK inhibitor 0%, uPA generation 4%, Chronic BCR inh -7%, FBPA coupling cs 1, KCNH2 3.1 block 9, USP2a inh 4%, Eya2 inh 0%, Giardia kill 4 and PKM2 act 3%.
Screening O=Cc1c(Cl)cccc1Cl returned KCNH2 WT inh 3, B2AR arrestin -0.3%, uPA generation 11%, Chronic BCR inh -2%, FBPA coupling cs 2, KCNH2 3.1 block 0, USP2a inh 1%, Eya2 inh -3% and Giardia kill 13.
For COc1ccc2[nH]c3c(c2c1)CCN1C(=O)N([C@@H](C)C(=O)NC2CC2)C(=O)[C@]31C the results were KCNH2 WT inh -3, B2AR arrestin -4.2%, uPA generation 8%, Chronic BCR inh -6%, FBPA coupling cs 0, KCNH2 3.1 block -1, USP2a inh 1%, Eya2 inh 6%, Giardia kill -15 and PKM2 act -4%.
`O=C(OCc1cc(Cl)ccc1OC(F)F)c1cccnc1` gave KCNH2 WT inh -14, B2AR arrestin 0.2%, GALK inhibitor -2%, uPA generation 0%, Chronic BCR inh -6%, FBPA coupling cs 11, KCNH2 3.1 block 4, USP2a inh -2%, Eya2 inh -6%, Giardia kill -11 and PKM2 act 3%.
`COc1ccc(C(=O)Nc2cc(C(C)=O)c(/C=C/N(C)C)oc2=O)cc1` gave KCNH2 WT inh 4, B2AR arrestin -0.4%, GALK inhibitor 1%, uPA generation 2%, Chronic BCR inh -8%, FBPA coupling cs 5, KCNH2 3.1 block 19, USP2a inh 10%, Eya2 inh 15%, Giardia kill 3 and PKM2 act 1%.
`CC(C)=NNc1nc(-c2ccc(N3C(=O)CCC3=O)cc2)cs1` gave KCNH2 WT inh -5, B2AR arrestin 0.3%, GALK inhibitor -3%, uPA generation 12%, FBPA coupling cs -8, KCNH2 3.1 block 3, USP2a inh 0%, Eya2 inh -25%, Giardia kill -5 and PKM2 act -13%.
For CC(=O)n1cc(/C=C2/N=C(c3ccccc3)OC2=O)c2ccccc21 the results were KCNH2 WT inh -9, B2AR arrestin -0.5%, uPA generation 7%, Chronic BCR inh 3%, FBPA coupling cs 2, KCNH2 3.1 block 1, USP2a inh -1%, Eya2 inh -2%, Giardia kill 3 and PKM2 act -2%.
`CCOC(=O)C1C(=O)C(C(=O)OCC)C(c2cccnc2)NC1c1cccnc1` (configuration not stated) gave KCNH2 WT inh -10, B2AR arrestin -0.5%, GALK inhibitor 1%, uPA generation 3%, Chronic BCR inh -1%, FBPA coupling cs 1, KCNH2 3.1 block 12, USP2a inh 2%, Eya2 inh 16%, Giardia kill 2 and PKM2 act -4%.
`COc1ccc(C2/C=C\CN(CC3CC3)CC(=O)N2Cc2ccc(F)cc2)cc1` (configuration not stated) gave B2AR arrestin -1.4%, GALK inhibitor -1%, uPA generation -16%, Chronic BCR inh -5%, FBPA coupling cs 6, USP2a inh 17%, Eya2 inh 5%, Giardia kill 12 and PKM2 act -3%.
For O=C(Cn1cc(C(F)(F)F)ccc1=O)Nc1ccccc1 the results were KCNH2 WT inh -13, B2AR arrestin -0.4%, GALK inhibitor -3%, uPA generation 3%, Chronic BCR inh inconclusive, FBPA coupling cs -1, KCNH2 3.1 block 20, USP2a inh -1%, Eya2 inh 3%, Giardia kill 5 and PKM2 act -3%.
For COc1ccc(N2CCN(C3CCCN(C(=O)CCN4CCCCO4)C3)CC2)cc1 (configuration not stated) the results were KCNH2 WT inh -6, B2AR arrestin 0.2%, uPA generation 1%, Chronic BCR inh inconclusive, FBPA coupling cs 3, KCNH2 3.1 block 8, USP2a inh 1%, Eya2 inh 6%, Giardia kill -25 and PKM2 act 0%.
For COc1cc(NC(=O)CCS(=O)(=O)c2ccc3nc(C)sc3c2)cc(OC)c1OC the results were KCNH2 WT inh 3, B2AR arrestin -0.1%, GALK inhibitor 0%, uPA generation 0%, Chronic BCR inh -6%, FBPA coupling cs -3, KCNH2 3.1 block 21, USP2a inh 4%, Eya2 inh -1% and Giardia kill 23.
`CCCCn1nnc(NC(=S)NC(=O)c2ccc(OCC)c([N+](=O)[O-])c2)n1` gave KCNH2 WT inh -9, B2AR arrestin -0.4%, GALK inhibitor -4%, uPA generation 18%, Chronic BCR inh inconclusive, KCNH2 3.1 block -20, USP2a inh 1%, Eya2 inh 5%, Giardia kill 24 and PKM2 act -15%.
CCN(CC(=O)NC(=O)NCc1ccccc1)Cc1ccccc1 was read as KCNH2 WT inh -3, B2AR arrestin -0.4%, GALK inhibitor 0%, uPA generation 3%, Chronic BCR inh -1%, KCNH2 3.1 block 18, USP2a inh -1%, Eya2 inh -13%, Giardia kill -2 and PKM2 act 0%.
For CCN(CC(=O)Nc1ccc(C(C)=O)cc1)CC(=O)Nc1ccccc1C(F)(F)F the results were KCNH2 WT inh -6, B2AR arrestin -0.3%, GALK inhibitor 0%, uPA generation 4%, Chronic BCR inh -13%, FBPA coupling cs 0, KCNH2 3.1 block -16, USP2a inh 6%, Eya2 inh 4%, Giardia kill 8 and PKM2 act 4%.
COc1ccc(C(=O)NCc2ccccc2OC)cc1 was read as KCNH2 WT inh 72, B2AR arrestin -0.4%, GALK inhibitor -1%, Chronic BCR inh -5%, FBPA coupling cs 0, KCNH2 3.1 block -14, USP2a inh -1%, Eya2 inh -3%, Giardia kill 7 and PKM2 act -1%.
Screening N#CCCN(Cc1cccnc1)C(=S)NC(=O)c1ccc(S(=O)(=O)N2CCCC2)cc1 returned KCNH2 WT inh -6, B2AR arrestin 0.1%, GALK inhibitor -3%, uPA generation 0%, Chronic BCR inh 6%, FBPA coupling cs -1, KCNH2 3.1 block -14, USP2a inh -1%, Eya2 inh 0%, Giardia kill -7 and PKM2 act -1%.
`O=C(NCc1cccc(C(F)(F)F)c1)c1cc(Cl)cc(Cl)c1` gave KCNH2 WT inh 20, B2AR arrestin 0.1%, GALK inhibitor -2%, Chronic BCR inh 5%, FBPA coupling cs 0, KCNH2 3.1 block -16, USP2a inh 1%, Eya2 inh 7%, Giardia kill 7 and PKM2 act 5%.
For COc1ccc(C2=CSC3=NCCN23)cc1Cl the results were KCNH2 WT inh 0, B2AR arrestin 4.4%, GALK inhibitor -9%, uPA generation -7%, Chronic BCR inh inconclusive, FBPA coupling cs 0, KCNH2 3.1 block 1, USP2a inh 2%, Eya2 inh 4%, Giardia kill 4 and PKM2 act -3%.
CC(C)(C)C(=O)Nc1ccc2c(c1)OCCOCCOc1cc(NC(=O)C(C)(C)C)ccc1OCCOCCO2 was read as KCNH2 WT inh 21, B2AR arrestin -0.6%, GALK inhibitor 11%, uPA generation -3%, Chronic BCR inh -1%, FBPA coupling cs -1, KCNH2 3.1 block 7, USP2a inh 5%, Eya2 inh -4%, Giardia kill -14 and PKM2 act -11%.
For COc1ccc(-n2nnnc2CNC(=O)c2ccc(S(=O)(=O)N3CCOCC3)cc2)cc1 the results were KCNH2 WT inh 2, B2AR arrestin 0.4%, uPA generation -2%, Chronic BCR inh inconclusive, KCNH2 3.1 block 5, USP2a inh 1%, Eya2 inh 6% and Giardia kill -13.
COC(=O)CN1C(=S)N(c2ccc(Cl)cc2)C(=O)C1CC(=O)Nc1ccc(Cl)cc1 (configuration not stated) was read as KCNH2 WT inh -6, B2AR arrestin -0.2%, GALK inhibitor -8%, uPA generation 5%, Chronic BCR inh inconclusive, FBPA coupling cs 0, KCNH2 3.1 block -3, USP2a inh -1%, Eya2 inh 7%, Giardia kill 13 and PKM2 act inconclusive.

High-throughput results as filed in PubChem BioAssay.
